# High-throughput results: PubChem BioAssay, Broad Institute
# ERp5 inh – inhibitors of ERp5-driven insulin aggregation, primary screen, biochemical, turbidity, absorbance 650 nm, single point; 350,000 tested, 0.05% active; 90 min; AID 651711, 2012; Protein disulfide-isomerase A6 (Homo sapiens), Q15084; inhibition, % at 9.99 µM;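 active means mean replicate inhibition above about 25%, with every replicate also reaching it, limit read from the data, passing the limit was not always enough; inconclusive means only one of those two criteria met; inactive means neither criterion met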
# miR122 inh – miR-122 Renilla sensor signal increase in Huh7, primary screen, miR-122 inhibitor project, cell-based, single point, plate reader. Huh7 miR-122 Renilla luciferase sensor, 48 h; neutral wells = 0, positive control = 100. activation (reporter increase), % at 12.5 µM. 340,000 tested, 0.3% active. AID 602342, 2012;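 active means mean replicate activation score at least 90 and every replicate individually at or above 90; inconclusive means only one of the two criteria met; inactive means neither criterion met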;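 further: higher luciferase means less miR-122 activity so hits act as miR-122 inhibitors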
# ERAP1 inh – human ERAP1 aminopeptidase inhibitors, primary screen, biochemical, single point, plate reader; inhibition, % at 10.7 µM; 340,000 tested, 0.15% active; AID 652197, 2013; recombinant ERAP1, Leu-AMC fluorescence, 60 min; Endoplasmic reticulum aminopeptidase 1 (Homo sapiens), Q9NZ08;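 active means mean replicate inhibition of at least 30%, or all replicates individually reaching that 30% level; inactive means mean below 30% and not every replicate reaching it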;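 further: 0% = neutral control wells and 100% = L-leucinethiol positive control wells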
# Target sequence (Q9NZ08 whole entry, looked up): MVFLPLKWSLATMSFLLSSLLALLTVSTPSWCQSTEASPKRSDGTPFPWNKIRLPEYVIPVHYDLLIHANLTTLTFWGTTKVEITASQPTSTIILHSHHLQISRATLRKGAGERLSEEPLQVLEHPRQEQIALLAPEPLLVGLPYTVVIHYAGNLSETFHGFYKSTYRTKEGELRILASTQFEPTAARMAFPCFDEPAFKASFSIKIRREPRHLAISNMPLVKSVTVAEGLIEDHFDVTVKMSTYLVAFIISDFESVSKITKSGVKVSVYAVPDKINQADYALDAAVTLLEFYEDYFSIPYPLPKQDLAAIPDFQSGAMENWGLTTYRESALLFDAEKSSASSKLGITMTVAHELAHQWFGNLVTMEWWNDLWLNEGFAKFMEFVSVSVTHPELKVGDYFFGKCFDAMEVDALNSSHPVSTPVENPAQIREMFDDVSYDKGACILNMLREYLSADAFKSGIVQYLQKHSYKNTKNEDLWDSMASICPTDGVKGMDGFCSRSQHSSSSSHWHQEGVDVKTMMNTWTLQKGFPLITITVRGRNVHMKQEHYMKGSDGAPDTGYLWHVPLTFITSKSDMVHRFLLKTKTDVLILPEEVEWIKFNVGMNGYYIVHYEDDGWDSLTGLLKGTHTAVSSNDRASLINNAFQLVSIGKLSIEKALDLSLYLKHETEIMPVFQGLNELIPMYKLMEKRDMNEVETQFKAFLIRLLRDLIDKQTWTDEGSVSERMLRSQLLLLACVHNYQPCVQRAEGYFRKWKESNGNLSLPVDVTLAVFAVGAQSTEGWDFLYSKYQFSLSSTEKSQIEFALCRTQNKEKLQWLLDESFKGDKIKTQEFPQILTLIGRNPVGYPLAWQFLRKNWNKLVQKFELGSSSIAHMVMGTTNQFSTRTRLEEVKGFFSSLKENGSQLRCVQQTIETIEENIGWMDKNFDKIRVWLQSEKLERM
# DENV2 CPE – inhibitors of DENV2 cytopathic effect, primary screen, cell-based, plate reader, single concentration; DENV2-infected cells, cytopathic effect rescue; AID 651640, 2012; CPE inhibition, % at 9.99 µM; 350,000 tested, 1.7% active; in the data active means CPE inhibition above about 20%, passing the limit was not always enough; inconclusive means no clear call, values can overlap the other calls; tested in BHK-21 cells;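 further: 0% = median of neutral control wells and 100% = median of positive control wells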
# F508del corr – F508del CFTR correction, initial screen, CFBE line, single point | CFBE cells, YFP halide quenching; stimulated with forskolin plus potentiator P3; % fluorescence drop versus neutral controls | activity (quench increase), % at 7.58 µM | 350,000 tested, 0.36% active;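 active means mean added fluorescence quench of at least 8% versus neutral control, with both replicates also reaching 8%; inconclusive means only one of the mean or replicate conditions met; inactive means mean below 8% and not both replicates reaching 8%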;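 further: cells transiently co-express mutant CFTR-F508del with the halide-sensitive YFP; corrector assay measuring rescue of mutant channel to the surface after 24 h compound exposure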
# Casp6 inh – human caspase-6 inhibitors, primary screen, biochemical, VEID-R110 fluorescence, single point, set 2 | inhibition, % at 12.5 µM | 350,000 tested, 0.53% active | purified caspase-6, Z-VEID-R110 cleavage fluorescence | P55212;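 active means mean inhibition across replicates at least about 35%, with every replicate also reaching that limit, limit read from the data; inconclusive means only one of the two criteria met; inactive means neither criterion met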;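 further: 0% = median of neutral control wells and 100% = no fluorescence left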
# SIRT5 inh – SIRT5 desuccinylase inhibitors, primary screen, biochemical, fluorescence imaging, single point, set 5 | Purified SirT5, succinyl-peptide AMC, trypsin-coupled fluorescence | NAD-dependent protein deacylase sirtuin-5, mitochondrial (Homo sapiens), Q9NXA8 | 330,000 tested, 1.1% active | inhibition, % at 15 µM; in the data active means inhibition above about 15%; inconclusive means no clear call, values can overlap the other calls
# * = called active by the depositor; ? = inconclusive; . = not tested or not shown; & = joins results of further samples; [ ] = dose if it differs, or a comment.
1	O=S(=O)(Nc1cccc(S(=O)(=O)N2CCCCCC2)c1)c1ccccc1
2	CCCN1CCN(CCCNC(=S)Nc2ccc(F)cc2)CC1
3	Cc1ccc(/C=N/n2c(-c3ccco3)n[nH]c2=S)s1
4	CN(C)C(=O)c1ccc(-c2ccc([C@@H]3[C@H](CO)N4CCCCN(S(C)(=O)=O)C[C@@H]34)cc2)cc1
5	CCCC(=O)Nc1ccc2c(c1)c1ccccc1n2CC
6	O=C(CCc1nnc2ccc(NCCCN3CCCC3=O)nn12)NCc1ccccc1Cl
7	Cc1noc(C)c1NC(=O)Nc1ccc2c(c1)CC(=O)N([C@@H](C)CO)C[C@H](C)[C@H](CN(C)S(=O)(=O)c1ccc(Cl)cc1)O2
8	C=CCNc1nc2ccccc2nc1NS(=O)(=O)c1cccc(C)c1

entry no.	1	2	3	4	5	6	7	8
ERp5 inh	-4	-2	-44	2	4	-1	13	-2
miR122 inh	14	-10	-1	-14[16.7 µM]	.	-5	-5[16.7 µM]	8
ERAP1 inh	6	0	3	0	1	-1	0	1
DENV2 CPE	8	-1	-1	-14	-5	5	-6	-4
F508del corr	.	-1.9	.	0.6	.	0.4	-2.1	-1.8
Casp6 inh	2	-30	3	0	-1	0	3	-1
SIRT5 inh	2	-4	-7	1	-3	-12	-1	-3

9	COc1ccc(C(C(=O)NC2CCCCC2)N(C(=O)c2ccco2)c2ccccc2C(C)=O)cc1 (configuration not stated)
10	CC1=Nc2ccccc2/C1=C/c1sc(=N)n(-c2nccs2)c1O
11	CCC(=O)N(C)C[C@@H]1Oc2cc(C#Cc3cccnc3)ccc2S(=O)(=O)N([C@@H](C)CO)C[C@H]1C
12	COc1ccc(/C=N/Nc2nccnc2Cl)c(OC)c1
13	CC(=O)c1c[nH]c(C(=O)NC2CCCCCC2)c1
14	CCSc1ccccc1C(=O)N1CCN(c2ccc([N+](=O)[O-])cc2)CC1
15	Cc1ccc(-c2csc3nc[nH]c(=O)c23)cc1C
16	Cc1noc(C)c1NC(=O)Nc1ccc2c(c1)C(=O)N([C@@H](C)CO)C[C@@H](C)[C@H](CN(C)C(=O)NC(C)C)OCCCC[C@@H](C)O2

entry no.	9	10	11	12	13	14	15	16
ERp5 inh	-2	1	-6	4	-3	1	-3	-5
miR122 inh	.	.	6[16.7 µM]	.	-1	.	-6	1[16.7 µM]
ERAP1 inh	4	0	-4	7	-1	0	-1	0
DENV2 CPE	-3	.	-5	5	2	.	2	16
F508del corr	5.9	.	-0.8	.	3.7	2.4	1.3	-0.5
Casp6 inh	6	5	0	2	2	0	6	1
SIRT5 inh	-3	1	5	0	1	0	-1	-9

17	CC(C)[C@@H](C)NC(=O)N(C)C[C@@H]1OCc2ccccc2-c2c(n(C)c3ccccc23)C(=O)N([C@@H](C)CO)C[C@H]1C
18	O=S(=O)(c1ccc(F)cc1)N1CCCCN2[C@H](CO)[C@@H](c3ccc(C#CC4CCCC4)cc3)[C@@H]2C1
19	C[C@@H]1CN([C@H](C)CO)C(=O)CCCn2nncc2CO[C@H]1CN(C)C(=O)Cc1ccccc1
20	O=C(c1cccc(F)c1)N1C[C@H]2[C@@H](c3ccccc31)[C@@H](CO)N2C(=O)Cc1ccccc1
21	COc1cccc(NC(=O)NCc2c(-c3ccccc3)noc2C)c1
22	CC1CCN(C(=O)c2ccc3c(Cl)c4c(nc3c2)CCCC4)CC1
23	CN1CCN(C(=O)C[C@@H]2C[C@H]3c4cc(NS(=O)(=O)c5ccc(F)cc5)ccc4O[C@H]3[C@@H](CO)O2)CC1
24	CN1C(=O)c2cc(NC(=O)C3CCOCC3)ccc2OC[C@@H]2O[C@@H](CC(=O)NC3CCCC3)CC[C@H]21

entry no.	17	18	19	20	21	22	23	24
ERp5 inh	-3	4	-1&-7	2	-6	1	.	-5
miR122 inh	.	-28[16.7 µM]	0	-20[16.7 µM]	19	.	3[16.7 µM]	-3[16.7 µM]
ERAP1 inh	3	7	2	2	.	-1	.	0
DENV2 CPE	4	-1	?	-6	-4	6	5	-2
F508del corr	3.4	0.9	-4.1&0.1&3.4	-1.6	0.0	-3.0	-3.3	0.7
Casp6 inh	-2	1	0&2	0	-4	3	.	-4
SIRT5 inh	-5	18*	-2&9	0	1	3	.	-3

25	CCC(=O)N(C)C[C@@H]1Oc2cc(C#CCOC)ccc2S(=O)(=O)N([C@@H](C)CO)C[C@@H]1C
26	N#Cc1ccc(CN2CCN(C(=O)Cn3nc(C(N)=O)c4ccccc4c3=O)CC2)cc1
27	Cc1[nH]c(=O)[nH]c(=O)c1S(=O)(=O)N1CCCCC1
28	Cn1c(=O)c([N+](=O)[O-])c(-n2cnc3ccccc32)c2ccccc21
29	CC(=O)c1c(C)nc2ccc(Br)cc2c1-c1ccccc1
30	CCOCCCNC(=S)N(CCO)Cc1cc2cc3c(cc2[nH]c1=O)OCCO3
31	CCCn1c(C)cc(C(=O)COc2ccc(S(=O)(=O)N(CC)CC)cc2[N+](=O)[O-])c1C
32	N=C1C(c2ccccc2)=C(O)CN1CCO

entry no.	25	26	27	28	29	30	31	32
ERp5 inh	-10	-1	4	.	-4	-2	-5	6
miR122 inh	-5[16.7 µM]	.	.	-8	.	2	-6	.
ERAP1 inh	2	2	-3	0	-4	7	2	-1
DENV2 CPE	?	-1	6	-2	-6	3	17	-8
F508del corr	-2.4	-1.0	-2.6	0.8	.	1.1	-0.1	-3.6
Casp6 inh	1	-2	-5	4	4	13	-5	1
SIRT5 inh	-1	0	2	0	2	-6	-3	-1

# Entries of single compounds as entered above.
# C=CCNc1nc2ccccc2nc1NS(=O)(=O)c1cccc(C)c1 is listed as ERp5 inh: -2; miR122 inh: 8; ERAP1 inh: 1; DENV2 CPE: -4; F508del corr: -1.8; Casp6 inh: -1; SIRT5 inh: -3
# O=S(=O)(c1ccc(F)cc1)N1CCCCN2[C@H](CO)[C@@H](c3ccc(C#CC4CCCC4)cc3)[C@@H]2C1 is listed as ERp5 inh: 4; miR122 inh: -28[16.7 µM]; ERAP1 inh: 7; DENV2 CPE: -1; F508del corr: 0.9; Casp6 inh: 1; SIRT5 inh: 18*
# COc1cccc(NC(=O)NCc2c(-c3ccccc3)noc2C)c1 is listed as ERp5 inh: -6; miR122 inh: 19; ERAP1 inh: .; DENV2 CPE: -4; F508del corr: 0.0; Casp6 inh: -4; SIRT5 inh: 1

# Next section
33	COC(=O)c1cn(-c2ccc(F)cc2)c(=O)c2ccccc12
34	O=S(=O)(c1ccccc1F)N1CCCCN2[C@@H](CO)[C@@H](c3ccc(-c4ccncc4)cc3)[C@@H]2C1
35	CC(C)(C)NC(=O)C(c1cc2ccccc2o1)n1c(=O)c(-c2ccccc2)nc2ccccc21 (configuration not stated)
36	O=C(CCN1CCC(c2ccccc2)C1)c1ccccc1 (configuration not stated)
37	COc1cccc(CNC(=O)c2nnn(CC(=O)Nc3ccc(Br)cc3)c2N)c1
38	CC(C)NC(=O)Nc1cccc2c1O[C@@H](CN(C)Cc1ccc(C(=O)Nc3ccccc3N)cc1)[C@@H](C)CN([C@H](C)CO)C2=O
39	CC1(C(=O)NCc2ccc(F)c(F)c2)Cc2c(-c3ccc4c(c3)OCO4)ccnc2O1 (configuration not stated)
40	COc1ccc(C(=O)C(=O)c2ccc(OCCO)cc2)cc1

entry no.	33	34	35	36	37	38	39	40
ERp5 inh	-3	-2	1	-7	5	4	1	-3
miR122 inh	.	-3[16.7 µM]	.	-1	-8	.	10	.
ERAP1 inh	3	3	-2	1	0	1	3	-6
DENV2 CPE	8	7	-5	0	2	-11	-1	-8
F508del corr	-1.2	2.5	3.2	-1.5	3.7	1.9	0.8	-5.9
Casp6 inh	-1	0	2	1	-3	0	2	0
SIRT5 inh	6	-2	-3	-1	0	.	.	-2

41	CC(C)Cc1oc(C(=O)O)cc1CN
42	CC(c1ccccc1)N1C(=O)c2ccccc2C1(O)Cc1ccccc1 (configuration not stated)
43	CCn1c(SCc2cccc(OC)c2)nc2ccccc2c1=O
44	CN(C)c1oc(/C=C/c2ccccc2)nc1C#N
45	O=C(NCC1CCCO1)c1cc(-c2ccccc2)nc2ccccc12 (configuration not stated)
46	O=C(C[C@@H]1C[C@@H]2c3cc(NC(=O)c4cccnc4)ccc3O[C@@H]2[C@@H](CO)O1)NCC1CC1
47	COc1cc2c(cc1OC)CN(C(=O)c1ccc([N+](=O)[O-])o1)CC2
48	CO[C@H]1CN(C)C(=O)c2ccc(NC(=O)C3CCC3)cc2OC[C@@H](C)N(C)C[C@@H]1C

entry no.	41	42	43	44	45	46	47	48
ERp5 inh	2	3	4	1	3	0	2	8
miR122 inh	-4	.	0	.	.	2[16.7 µM]	.	-3[16.7 µM]
ERAP1 inh	1	-1	2	-86	-3	0	1	-1
DENV2 CPE	1	-1	6	-3	1	1	4	-7
F508del corr	1.2	1.6	-0.4	.	-0.8	-1.0	-0.8	0.5
Casp6 inh	1	1	-1	2	1	-5	1	-2
SIRT5 inh	-1	-5	0	-44	-3	2	3	-7

49	O=C(NCCc1ccccc1)[C@H]1[C@H](CO)[C@H]2Cn3c(cccc3=O)[C@@H]1N2C(=O)C1CCCC1
50	COc1ccc(S(=O)(=O)N[C@@H]2C=C[C@@H](CC(=O)N3CCC(Cc4ccccc4)CC3)O[C@@H]2CO)cc1
51	N#CCCn1c(=O)n(CCC#N)c2ccccc21
52	CCN(c1ccccc1)c1nc(=O)c2cccnc2s1
53	COc1cc(NC(=O)c2ccc(N)nc2)cc(C(=O)Nc2cccc(C(F)(F)F)c2)c1
54	COc1ccc(NC(=O)[C@@H]2CCCN2C(=O)[C@@H]2Cc3ccccc3CN2C(=O)OC(C)(C)C)cc1
55	COc1ccc(/C=C/C(=O)Nc2ccccc2)cc1OC
56	COc1ccc(OCC(=O)N/N=C(\C)c2ccc(OC)cc2)cc1

entry no.	49	50	51	52	53	54	55	56
ERp5 inh	-4	.	2	-8	-6&3	-4	0	3
miR122 inh	-5[16.7 µM]	.	-2	12	0&5	.	.	.
ERAP1 inh	2	-3	-5	0	3&-1	4	2	3
DENV2 CPE	-2	14	-3	1	10	1	-2	9
F508del corr	1.5	-3.1	-0.4	-1.1	-1.9&1.6	2.5	3.7	0.6
Casp6 inh	1	1	0	4	25&19	3	10	-2
SIRT5 inh	7	6	-1	-1	2&1	-1	4	.

57	Cn1cnc(S(=O)(=O)N2C[C@H](O)COC[C@@H]3O[C@@H](CC(=O)NCc4ccc(F)cc4)CC[C@H]32)c1
58	CN(C)S(=O)(=O)c1cccc(NC(=S)NC23CC4CC(CC(C4)C2)C3)c1
59	C[C@@H]1CN([C@@H](C)CO)C(=O)c2ccccc2-c2ccccc2CO[C@@H]1CN(C)C(=O)[C@@H](Cc1ccccc1)N(C)C
60	COc1ccc(-n2c(C)c(C(=O)O)c3cc(OC)c4ccccc4c32)cc1
61	Cc1csc(=O)n1CC(=O)OCc1nnc(-c2ccccc2)o1

entry no.	57	58	59	60	61
ERp5 inh	-3	-5	-1	-7	0
miR122 inh	1[16.7 µM]	.	.	1	-3
ERAP1 inh	0	1	.	.	3
DENV2 CPE	1	6	7	0	13
F508del corr	0.7	2.6	3.2	-0.6	-2.0
Casp6 inh	-6	0	.	0	-2
SIRT5 inh	0	-2	-6	-5	5
